Assay outcomes from PubChem BioAssay.
OXTR agonist: human OXTR agonists, primary screen, fluorescence, CHO-OTR cells, Fluo-8 calcium | Oxytocin receptor (Homo sapiens), P30559 | Fluo-8 calcium fluorescence; normalized: DMSO 0%, oxytocin 100% | activation, % at 3 µM | 320,000 compounds, 0.32% hits;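 active = activation above the mean of all tested compounds plus 3 SD, cutoff set per screening run, cut at about 20% in these data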;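 note: peak over basal fluorescence ratio from a 100 s FLIPR kinetic read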
MEKK2 mut-MEK5: MEK5 binding signal on mutant MEKK2 PB1, primary screen, biochemical, multiplex bead flow cytometry, Alexa488-MEK5; percent response, % at 10 µM; Alexa488-MEK5 binding to MEKK2 mutant; 290,000 compounds, 0.35% hits; in the data active = percent response above about 24%, passing the limit was not always enough; note: inactives centre near 1; some results filed as inactive read as strong as hits; reference of the scale not given here
M18AAP inhibitor: PfM18AAP inhibitors, malaria aminopeptidase, primary screen, biochemical, QFRET, recombinant enzyme; H-Glu-NHMec fluorogenic cleavage; inhibition, % at 7.35 µM; 290,000 compounds, 1.2% hits;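 active = inhibition above the campaign mean inhibition over all tested compounds plus 3 SD, cut at about 28% in these data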;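 note: 0% = plate median of test compound wells and 100% = 2 mM ZnCl2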
NALP1 inh: NALP1 inflammasome inhibitors in reconstituted yeast, colorimetric, S. cerevisiae, triplicate retest. S. cerevisiae NALP1/ASC/caspase-1 growth, X-gal OD620, 72 h. inhibition, % at 10 µM. 280,000 compounds, 0.61% hits; in the data active = inhibition mostly above about 24%, no sharp cut-off; inactive = mostly below about 32%; note: some compounds called inactive have numbers as strong as hits
MEKK2 WT-MEK5: modulators of MEK5 binding to wildtype MEKK2, primary screen, biochemical, multiplex bead flow cytometry, Alexa488-MEK5 | Mitogen-activated protein kinase kinase kinase 2 (Homo sapiens), Q9Y2U5 | Alexa488-MEK5 binding to MEKK2 WT; actives lie on both sides | binding response (% of control), % at 10 µM | 290,000 compounds, 1.1% hits | AID 1531, 2009; in the data active = binding response below about 67% or above about 130%
GPR7 antagonist: GPR7 receptor antagonists, primary screen, cell-based, fluorescence, single concentration | Neuropeptides B/W receptor type 1 (Homo sapiens), P48145 | GPR7-expressing cells, fluorescence antagonist assay | inhibition, % at 4.4 µM | 290,000 compounds, 1.1% hits | AID 1861, 2009; in the data active = inhibition above about 16%, passing the limit was not always enough;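 note: cells stimulated with the agonist NPW; 0% = agonist with vehicle and 100% = vehicle without agonist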
Target sequence (P48145 whole entry, looked up): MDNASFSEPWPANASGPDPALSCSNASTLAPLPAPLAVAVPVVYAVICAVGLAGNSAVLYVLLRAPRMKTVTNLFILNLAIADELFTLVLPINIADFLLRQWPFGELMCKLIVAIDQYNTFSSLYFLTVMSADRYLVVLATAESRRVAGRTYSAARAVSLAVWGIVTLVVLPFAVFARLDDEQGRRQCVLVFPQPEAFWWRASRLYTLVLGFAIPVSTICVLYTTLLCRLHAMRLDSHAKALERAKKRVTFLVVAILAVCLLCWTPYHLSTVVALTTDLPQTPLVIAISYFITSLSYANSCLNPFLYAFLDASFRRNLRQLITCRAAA
FID counter: compounds displacing fluorescent DNA intercalator, primary screen, artefact control for HCV NS3 helicase inhibitor project, biochemical, FID fluorescence. DNA fluorescent intercalator displacement. inhibition, % at 7.9 µM. 290,000 compounds, 0.17% hits. AID 1845, 2009; in the data active = inhibition above about 37%;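 note: 0% = vehicle and 100% = reference compound; higher means more ethidium bromide displaced from hairpin DNA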
PHOSPHO1 inh: PubChem AID 1565; inhibition, % at 13.3 µM; Phosphoethanolamine/phosphocholine phosphatase (Homo sapiens), Q8TCT1; recombinant PHOSPHO1, absorbance phosphatase assay; 290,000 compounds, 1.1% hits; in the data active = inhibition above about 60%
Target sequence (Q8TCT1 whole entry, looked up): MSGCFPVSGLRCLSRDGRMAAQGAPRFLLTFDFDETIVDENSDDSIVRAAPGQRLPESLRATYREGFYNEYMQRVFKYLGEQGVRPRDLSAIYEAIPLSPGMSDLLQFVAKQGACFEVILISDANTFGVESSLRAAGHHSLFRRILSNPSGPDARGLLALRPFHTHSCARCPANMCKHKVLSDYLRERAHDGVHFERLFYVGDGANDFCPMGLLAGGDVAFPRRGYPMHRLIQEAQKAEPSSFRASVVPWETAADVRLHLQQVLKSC
MEKK3 PB1 HTS: modulators of MEKK3-MEK5 PB1 binding, primary screen, biochemical, wildtype MEKK3, multiplex bead flow cytometry, Alexa488-MEK5; 290,000 compounds, 1.4% hits; binding response (% of control), % at 10 µM; bead-based flow cytometry, Alexa488-MEK5 binding to MEKK3; actives lie on both sides; 0 = blocked by unlabeled MEK5, 100 = vehicle;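 active = binding response more than 3 SD above or below the average of its plate-row segment, actives on both sides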;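 note: Alexa488 bead fluorescence after subtracting the streptavidin-only scavenger bead signal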
Active calls of the source: *; x = not tested or not shown.

SMILES	OXTR agonist	MEKK2 mut-MEK5	M18AAP inhibitor	NALP1 inh	MEKK2 WT-MEK5	GPR7 antagonist	FID counter	PHOSPHO1 inh	MEKK3 PB1 HTS
COCCOC(=O)/C(=C/c1ccc(OC(=O)c2ccccc2)cc1)C(C)=O	-1.4	17	-1	61*	4.0*	0	-4	-10	96
O=C(O)c1cc(-n2nnnc2SCc2ccccc2F)ccc1Cl	0.0	6	-6	8	99	-4	-12	20	102
COC(=O)CCc1c(C)nc(N)[nH]c1=O	0.5	-3	8	5	101	0	-3	7	100
COC(C(=O)Nc1ccc(F)c(F)c1)c1ccccc1 (configuration not stated)	-0.9	-5	-15	x	97	14	2	x	98
C#CC[N+](C)(C)CC#Cc1ccc(Cl)cc1	-0.7	8	-3	33	103	-8	2	-7	94
CCOCc1nnc(NC(=O)c2cc(C(=O)OC)cc([N+](=O)[O-])c2)s1	0.2	0	-3	12	99	-2	-2	34	97
c1ccc(-c2nc3c([nH]2)CCc2nonc2-3)cc1	-1.6	4	-8	-3	97	2	2	-8	103
COc1ccccc1NS(=O)(=O)c1ccc2[nH]c(=O)[nH]c2c1	0.8	10	-1	17	107	-16	1	29	108
CCOC(=O)CC(=O)CSc1ccc2nnc(-c3ccc(F)cc3)n2n1	0.1	3	0	12	101	2	-16	81*	99
CC(=O)N1c2ccc(S(=O)(=O)N3CCC(C(=O)NC4CCC(C)CC4)CC3)cc2CC1C (configuration not stated)	1.0	1	-11	24	106	5	-59	24	102
COc1ccccc1-c1sc2ccccc2c1-c1ccc2c(c1)OCO2	-1.5	-3	2	-6	93	-5	-8	21	103
COc1cc(NC(=O)COc2cc(O)c3c(c2)OC(C)(C)CC3=O)cc(OC)c1	2.9	-4	6	22	97	2	-22	19	100
O=C(O)C1CC=CCC1C(=O)Nc1ccccc1Cl (configuration not stated)	0.2	15	3	6	110	-5	-9	-11	109
O=Cc1c(NCc2ccccc2F)c2ccccc2[nH]c1=O	0.3	10	1	5	108	-10	-10	29	111
O=C(N/N=C/C(Cl)=C/c1ccc([N+](=O)[O-])cc1)C(=O)Nc1cccc(C(=O)O)c1	1.9	-1	21	25	97	-5	-12	1	102
COc1cc(C2NC(=O)NC(C)=C2C(=O)OCC2CCCO2)ccc1O (configuration not stated)	0.8	8	5	7	107	0	-4	6	110
Cc1cccc(C(=O)Nc2cccc(C(=O)N/N=C/c3cccc(C)n3)c2)c1	-0.1	1	-4	-7	102	3	-29	11	101
Brc1ccc(N=Nc2ccc3ccccc3n2)cc1	-1.7	-5	5	12	99	2	0	8	105
COc1ccc(NC(=O)CCC(=O)Nc2cc(OC)c(NC(=O)c3cccs3)cc2OC)cc1	-0.5	5	3	18	109	-17	-32	32	104
O=C(NCc1cccc(Cl)c1)c1ccc2nc[nH]c2c1	-0.3	-5	-6	21	85	0	1	12	82
Cc1c(Cl)c([N+](=O)[O-])nn1Cc1ccc(C(=O)Nc2ccc(Cl)cn2)o1	1.0	-1	-2	41	100	-2	-6	-40	104
CC(=O)c1cccc(S(=O)(=O)NC2CC2)c1	-0.1	19	1	21	101	5	1	-6	107
O=C(CN1CCN(c2ccccn2)CC1)Nc1ccc2ccccc2c1	1.3	-10	0	6	99	11	-24	-2	91
Fc1ccc(C2=NNC(=NCc3ccccc3)SC2)cc1F	x	11	3	3	104	-2	-3	-12	106
c1ccc(-c2cn3cccnc3n2)cc1	-0.1	-6	3	5	92	-16	2	4	87

Part of the list above, reformatted.
canonical_smiles,OXTR agonist,MEKK2 mut-MEK5,M18AAP inhibitor,NALP1 inh,MEKK2 WT-MEK5,GPR7 antagonist,FID counter,PHOSPHO1 inh,MEKK3 PB1 HTS
COc1cc(NC(=O)COc2cc(O)c3c(c2)OC(C)(C)CC3=O)cc(OC)c1,2.9,-4,6,22,97,2,-22,19,100
O=C(O)C1CC=CCC1C(=O)Nc1ccccc1Cl (configuration not stated),0.2,15,3,6,110,-5,-9,-11,109
O=Cc1c(NCc2ccccc2F)c2ccccc2[nH]c1=O,0.3,10,1,5,108,-10,-10,29,111
O=C(N/N=C/C(Cl)=C/c1ccc([N+](=O)[O-])cc1)C(=O)Nc1cccc(C(=O)O)c1,1.9,-1,21,25,97,-5,-12,1,102
COc1cc(C2NC(=O)NC(C)=C2C(=O)OCC2CCCO2)ccc1O (configuration not stated),0.8,8,5,7,107,0,-4,6,110

(further entries)
SMILES	OXTR agonist	MEKK2 mut-MEK5	M18AAP inhibitor	NALP1 inh	MEKK2 WT-MEK5	GPR7 antagonist	FID counter	PHOSPHO1 inh	MEKK3 PB1 HTS
COc1ccc(/C=N\NC(=O)c2ccc([N+](=O)[O-])c(C)c2)cc1COc1ccccc1C(N)=O	0.8	6	-7	20	98	-9	-23	9	102
CC(C)C(=O)Nc1c(C(=O)N2CCN(c3ncccn3)CC2)oc2ccccc12	-0.6	-1	7	4	95	-4	-37	38	95
Cc1cccc2cc(CN(C(=O)c3cccc([N+](=O)[O-])c3)C(C)C)c(=O)[nH]c12	-0.1	4	-5	-11	103	-10	-6	4	107
Cc1ccc(NC(=S)NCCCN2CCOCC2)cc1	0.1	-1	-8	25	105	-10	-7	10	104
CC(=O)c1ccc(N2CCN(C(=O)/C=C/c3cccs3)CC2)cc1	-1.5	-1	6	-5	101	10	-21	12	110
COc1cc2c(cc1OC)C(COc1ccc3c(C)cc(=O)oc3c1)N(C(=O)c1ccco1)CC2 (configuration not stated)	-0.4	1	1	1	107	-6	-13	-6	103
O=C(O)CC(NC(=O)C1c2ccccc2Oc2ccccc21)c1ccc(OC2CCCC2)cc1 (configuration not stated)	0.4	-7	-11	4	93	12	-28	-4	96
COc1cc(NC(=O)COc2cccc(OC)c2)cc(OC)c1	-0.2	-9	-6	17	86	6	-11	-1	80
CCOC(=O)N1CCN(S(=O)(=O)c2ccc(C(=O)Nc3sc4c(c3C(=O)OC)CCN(C)C4)cc2)CC1	-1.1	18	5	20	131	-10	29	27	108
COc1ccc(-c2c(C#N)c(N)nc3c2CCC3)cc1	-1.4	5	9	-9	101	-11	-4	-10	102
O=C(O)C1C2C=CC(O2)C1C(=O)NCc1ccc2c(c1)OCO2 (configuration not stated)	1.4	4	-2	-45	98	-10	-2	8	99
CC(C)(CNCC(O)c1ccccc1)N1CCOCC1 (configuration not stated)	0.1	10	4	3	100	-11	1	-3	101
Cc1cccc(N(CC(=O)NCC2CCCO2)C(=O)CNS(=O)(=O)c2ccc(Cl)cc2)c1 (configuration not stated)	1.4	2	-10	15	102	-9	-34	12	102
c1ccc(CNc2cnccn2)cc1	-0.8	-3	-3	6	90	-6	-2	30	91
COc1cccc(-c2nc(CS(=O)(=O)CC(=O)NCc3ccccc3OC)c(C)o2)c1	-1.8	-4	-7	18	101	2	-6	-15	94
CCn1c(=N)n(CC(=O)c2ccco2)c2ccccc21	-0.2	5	-1	32	104	-12	5	7	104
Cc1ccccc1N=C1NC(=O)CC(c2ccccc2)S1 (configuration not stated)	-1.4	3	-2	-6	103	3	-22	0	102
CC1=Nc2cc(C(=O)NCCN3CCOCC3)ccc2Sc2c(C)ccc(C)c21	-0.6	2	0	21	106	11	-2	-6	100
CSc1ccc(CN(C)Cc2nc3ccccc3c(=O)[nH]2)cc1	0.9	2	2	x	101	-1	-7	-8	100
CCn1cc(C(=O)N2CCN(Cc3ccc4c(c3)OCO4)CC2)c2cc(OC)c(OC)cc2c1=O	-1.2	6	4	0	119	4	-27	33	110
Cc1oc(-c2cccs2)[n+]([O-])c1C	-0.7	5	1	11	105	-5	7	-7	102
O=C(c1cnc2ccc3ccccc3c2c1)c1cc(F)ccc1O	7.3	-1	5	x	96	4	-3	25	105
CCOC(=O)C1=C(C)NC(C)=C(C(=O)OCC)C1C(=O)O	-0.1	-4	-1	-12	92	4	0	-12	90
Cc1cccc(C)c1NC(=S)NCc1ccncc1	-0.8	-4	4	6	96	-1	-2	25	103
O=C(c1ccccc1Cl)N1CCNCC1	-0.1	x	-5	4	x	-5	-8	6	x
COc1ccc(O)c(C2=Nc3ccccc3N=C(c3cccs3)C2)c1	-1.4	-2	-16	-37	105	-10	-3	-9	109
O=C(N/N=C/c1cccnc1)c1cc2ccccc2o1	0.4	-2	2	45	100	8	-2	5	90

A draw from above in order of molecular weight, high to low.
SMILES	OXTR agonist	MEKK2 mut-MEK5	M18AAP inhibitor	NALP1 inh	MEKK2 WT-MEK5	GPR7 antagonist	FID counter	PHOSPHO1 inh	MEKK3 PB1 HTS
CCOC(=O)N1CCN(S(=O)(=O)c2ccc(C(=O)Nc3sc4c(c3C(=O)OC)CCN(C)C4)cc2)CC1	-1.1	18	5	20	131	-10	29	27	108
COc1ccc(/C=N\NC(=O)c2ccc([N+](=O)[O-])c(C)c2)cc1COc1ccccc1C(N)=O	0.8	6	-7	20	98	-9	-23	9	102
COC(=O)CCc1c(C)nc(N)[nH]c1=O	0.5	-3	8	5	101	0	-3	7	100
